SENP6 inh: SENP6 protease inhibitors, primary screen, biochemical, luminescence, uHTS; Recombinant SENP6 catalytic domain, aminoluciferin luminescence; inhibition, % at 10 µM; Sentrin-specific protease 6 (Homo sapiens), Q9GZR1; 330,000 tested, 1.8% active;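 active = inhibition above about 50% at the single tested dose, limit read from the data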;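 also: plate controls were DMSO wells with enzyme for no effect and DMSO wells lacking enzyme for full effect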
Target sequence (Q9GZR1 628-1112 limits assumed): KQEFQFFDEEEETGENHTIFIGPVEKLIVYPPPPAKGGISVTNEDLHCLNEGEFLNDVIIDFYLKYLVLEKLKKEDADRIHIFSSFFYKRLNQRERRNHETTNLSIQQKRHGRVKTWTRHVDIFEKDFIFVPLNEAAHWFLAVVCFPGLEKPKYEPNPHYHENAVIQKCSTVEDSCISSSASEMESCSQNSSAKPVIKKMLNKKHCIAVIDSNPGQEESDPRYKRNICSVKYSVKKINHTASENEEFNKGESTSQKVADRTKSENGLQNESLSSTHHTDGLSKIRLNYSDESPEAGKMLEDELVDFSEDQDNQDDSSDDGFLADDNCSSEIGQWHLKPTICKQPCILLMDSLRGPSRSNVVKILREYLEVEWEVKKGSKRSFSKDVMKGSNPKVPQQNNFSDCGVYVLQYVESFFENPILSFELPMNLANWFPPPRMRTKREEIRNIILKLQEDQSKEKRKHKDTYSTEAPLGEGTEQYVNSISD
UBC13 inh: UBC13 polyubiquitin chain formation inhibitors, primary screen, biochemical, TR-FRET, uHTS; Ubiquitin-conjugating enzyme E2 N (Homo sapiens), P61088; inhibition, % at 20 µM; 330,000 tested, 0.47% active; AID 485273, 2010; in the data active = inhibition above about 45%, passing the limit was not always enough
APOBEC3G inh: APOBEC3G DNA deaminase inhibitors, primary screen, biochemical, fluorescence, single-stranded DNA substrate, uHTS | 330,000 tested, 0.28% active | DNA dC->dU-editing enzyme APOBEC-3G (Homo sapiens), Q9HC16 | inhibition, % at 20 µM | recombinant A3G, ssDNA deamination FAM/TAMRA fluorescence;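 active = inhibition of at least 40% at 20 µM, with no more than 30% in the related APOBEC3A deaminase screen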;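 also: plate controls were DMSO wells with A3G for no effect and wells lacking A3G enzyme for full effect; some compounds called inactive have numbers as strong as hits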
SENP1 inh: human SENP1 catalytic domain inhibitors, primary screen, biochemical, FRET, uHTS. inhibition, % at 10 µM. recombinant SENP1 catalytic domain, CyPet-SUMO1-YPet FRET cleavage. Sentrin-specific protease 1 (Homo sapiens), Q9P0U3. 360,000 tested, 0.21% active. AID 624204, 2012;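 active = inhibition at least 30% at 10 µM, raw YFP signal under a set limit, fluorescence ratio 0.5 to 1.5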;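 also: 0% = enzyme with DMSO and 100% = no enzyme wells; some results filed as inactive read as strong as hits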
Target sequence (Q9P0U3 419-644 limits assumed): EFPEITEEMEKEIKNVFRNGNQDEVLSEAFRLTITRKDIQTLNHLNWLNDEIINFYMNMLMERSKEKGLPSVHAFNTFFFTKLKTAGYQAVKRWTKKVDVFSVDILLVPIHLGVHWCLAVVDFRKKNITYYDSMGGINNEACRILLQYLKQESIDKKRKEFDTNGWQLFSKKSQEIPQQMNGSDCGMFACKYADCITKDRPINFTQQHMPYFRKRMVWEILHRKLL
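Material – human SENP1 catalytic domain · Input – SENP1 enzyme, 20 pM final · Compound dosing – single concentration of 10 µM compound, 0.5% DMSO final · Timing – enzyme reaction for 50 min at room temperature, dark · Measured by – FRET fluorescence in CFP and YFP emission channels · Control set – no-enzyme wells low, DMSO-plus-enzyme wells high control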
Apaf1 inhib: inhibitors of human Apaf-1 apoptosome, primary screen, biochemical, DEVD-Rh110 fluorescence, uHTS; reconstituted apoptosome caspase-3 activity; Apoptotic protease-activating factor 1 (Homo sapiens), O14727; inhibition, % at 20 µM; 330,000 tested, 0.71% active; AID 489030, 2010; active = inhibition of at least 40% at 20 µM;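 also: plate controls were DMSO wells for no effect and DEVD-CHO caspase inhibitor wells for full effect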
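Assay system – apoptosome proteins · Medium – Hepes buffer, pH 7.5 · Also added – cytochrome c with DEVD-Rh110 · Timing – 30 min compound preincubation, 50 min activation, room temperature · Detection – Rh110 fluorescence, excitation 480 nm, emission 540 nm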
SENP8 block-1: SENP8 protease inhibitors, primary screen, biochemical, luminescence; purified SENP8, Z-RLRGG-aminoluciferin cleavage; 330,000 tested, 1.2% active; inhibition, % at 10 µM; AID 2540, 2010; Sentrin-specific protease 8 (Homo sapiens), Q96LD8; in the data active = inhibition above about 50%
Target sequence (Q96LD8 whole entry, looked up): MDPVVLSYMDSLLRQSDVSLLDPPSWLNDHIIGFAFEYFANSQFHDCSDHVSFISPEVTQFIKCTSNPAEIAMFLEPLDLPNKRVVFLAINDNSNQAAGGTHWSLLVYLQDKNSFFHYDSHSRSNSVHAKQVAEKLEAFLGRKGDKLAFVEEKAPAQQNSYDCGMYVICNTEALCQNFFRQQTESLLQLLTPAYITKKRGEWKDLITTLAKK
SENP7 block: SENP7 protease inhibitors, primary screen, biochemical, luminescence, uHTS; Sentrin-specific protease 7 (Homo sapiens), Q9BQF6; recombinant SENP7, Z-RLRGG-aminoluciferin luminescence, 40 min; inhibition, % at 5 µM; 330,000 tested, 1.5% active;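 active = inhibition above about 50% at the single test dose, limit read from the data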;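 also: plate controls were DMSO with enzyme for no effect and no enzyme buffer wells for full effect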
SENP8 block-2: human SENP8 protease inhibitors, primary screen, biochemical, fluorescence, Nedd8 protein substrate, uHTS; Sentrin-specific protease 8 (Homo sapiens), Q96LD8; recombinant SENP8; inhibition, % at 20 µM; 360,000 tested, 0.64% active; AID 602440, 2012; in the data active = inhibition mostly above about 40%, no sharp cut-off; inactive = mostly below about 27%
* = called active by the depositor.

For COc1nnc(-c2ccc(N3CCCCC3)c(NC(=O)C3CCCCC3)c2)c2ccccc12 the results were SENP6 inh -10, UBC13 inh 6, APOBEC3G inh -7, SENP1 inh 1, Apaf1 inhib 5, SENP8 block-1 1, SENP7 block 2 and SENP8 block-2 -46.
For OCCNc1nc(-c2ccccc2)c2ccccc2n1 the results were SENP6 inh 2, UBC13 inh 0, APOBEC3G inh -3, SENP1 inh -21, Apaf1 inhib 11, SENP8 block-1 -14, SENP7 block -15 and SENP8 block-2 -424.
For CC(C)NC(=O)N(Cc1ccc(Cl)cc1)Cc1cccs1 the results were SENP6 inh -6, UBC13 inh -3, APOBEC3G inh 1, SENP1 inh -2, Apaf1 inhib -11, SENP8 block-1 1, SENP7 block 13 and SENP8 block-2 15.
Cc1nc(CN(C)C(=O)c2cc(COc3ccc4ncccc4c3)on2)cs1 was read as SENP6 inh 0, UBC13 inh 2, APOBEC3G inh -8, SENP1 inh -1, Apaf1 inhib -2, SENP8 block-1 -2, SENP7 block 4 and SENP8 block-2 -6.
Screening CCCC(=O)Nc1sc(C(=O)OC)c(C)c1C(N)=O returned SENP6 inh -6, UBC13 inh -2, APOBEC3G inh 14, SENP1 inh -7, Apaf1 inhib -30, SENP8 block-1 -1, SENP7 block 2 and SENP8 block-2 13.
`C=CCN(CC(=O)NCc1ccccc1)C(=O)c1csnn1` gave SENP6 inh 6, UBC13 inh -2, APOBEC3G inh -8, SENP1 inh 2, Apaf1 inhib -13, SENP8 block-1 -1, SENP7 block -1 and SENP8 block-2 11.
Screening COc1ccccc1C1CCN(Cc2cccc(C(=O)N3CCC(O)CC3)c2)CC1 returned SENP6 inh -5, UBC13 inh 0, APOBEC3G inh -7, SENP1 inh -1, Apaf1 inhib 8, SENP8 block-1 -13, SENP7 block -6 and SENP8 block-2 16.
For Cc1nc2c(C)cccc2cc1C(=O)N/N=C/c1ccc(C(=O)O)cc1 the results were SENP6 inh 1, UBC13 inh -6, APOBEC3G inh -1, SENP1 inh -19, Apaf1 inhib 5, SENP8 block-1 -2, SENP7 block 2 and SENP8 block-2 -9.
For Cc1cc(NC(=O)CC(C)C)c(=O)n(Cc2ccccc2F)c1 the results were SENP6 inh -3, UBC13 inh -12, APOBEC3G inh 5, SENP1 inh -17, Apaf1 inhib 10, SENP8 block-1 -4, SENP7 block -1 and SENP8 block-2 -225.
For COc1cc(/C=C2\SC(=S)N(Nc3ncc(C(F)(F)F)cc3Cl)C2=O)cc(OC)c1OC the results were SENP6 inh -6, UBC13 inh -17, APOBEC3G inh -1, SENP1 inh 9, Apaf1 inhib 11, SENP8 block-1 -1, SENP7 block -2 and SENP8 block-2 27.
CCCCN(C)CCCNC(=O)CC1Oc2ccccc2NC1=O (stereo unspecified) was read as SENP6 inh -10, UBC13 inh 6, APOBEC3G inh -2, SENP1 inh -3, Apaf1 inhib -2, SENP8 block-1 -5, SENP7 block 1 and SENP8 block-2 2.
`CCOc1c2ccc(C(=O)NCCc3ccc(C)cc3)cc2nn1CC` gave SENP6 inh -2, UBC13 inh 20, APOBEC3G inh -6, SENP1 inh 1, Apaf1 inhib -7, SENP8 block-1 -4, SENP7 block 0 and SENP8 block-2 -492.
CCc1nnc(NC(=O)c2nc(S(=O)(=O)Cc3ccccc3)ncc2Cl)s1 was read as SENP6 inh -4, UBC13 inh 19, APOBEC3G inh -1, SENP1 inh 1, Apaf1 inhib -4, SENP8 block-1 -5, SENP7 block -2 and SENP8 block-2 10.
For COC(=O)c1cccc(NC(=O)CC2NCCNC2=O)c1 (stereo unspecified) the results were SENP6 inh -2, UBC13 inh 3, APOBEC3G inh 4, SENP1 inh 1, Apaf1 inhib -2, SENP8 block-1 7, SENP7 block 12 and SENP8 block-2 1.
`CCCC(=O)Nc1ccc(C=C(C(C)=O)C(C)=O)cc1` gave SENP6 inh -5, UBC13 inh -4, APOBEC3G inh -7, SENP1 inh 1, Apaf1 inhib -6, SENP8 block-1 6, SENP7 block 7 and SENP8 block-2 10.
For CCSc1nc2ccccc2n1Cc1cccc([N+](=O)[O-])c1 the results were SENP6 inh 3, UBC13 inh 14, APOBEC3G inh -2, SENP1 inh -1, Apaf1 inhib 2, SENP8 block-1 3, SENP7 block 3 and SENP8 block-2 15.
Screening CCC(=O)OCc1cc2cccc(C)c2[nH]c1=O returned SENP6 inh -6, UBC13 inh -1, APOBEC3G inh -4, SENP1 inh 2, Apaf1 inhib -14, SENP8 block-1 0, SENP7 block -8 and SENP8 block-2 -39.
CC(C)N1C(=S)SC2CS(=O)(=O)C=C21 (stereo unspecified) was read as SENP6 inh -15, UBC13 inh 3, APOBEC3G inh -4, SENP1 inh 1, Apaf1 inhib -7, SENP8 block-1 -3, SENP7 block -4 and SENP8 block-2 16.
Screening CCOC(=O)c1c(C)[nH]c(C)c1C(=O)COC(=O)c1cccnc1Cl returned SENP6 inh -11, UBC13 inh 4, APOBEC3G inh -5, SENP1 inh 1, Apaf1 inhib -9, SENP8 block-1 3, SENP7 block -10 and SENP8 block-2 8.
CNC(=O)c1ccsc1NC(=O)c1ccccc1 was read as SENP6 inh 1, UBC13 inh 14, APOBEC3G inh -3, SENP1 inh -5, Apaf1 inhib 11, SENP8 block-1 -3, SENP7 block 1 and SENP8 block-2 -38.
For O=C(/C=C/c1cccnc1)c1cccc(O)c1 the results were SENP6 inh -9, UBC13 inh 8, APOBEC3G inh -6, SENP1 inh 0, Apaf1 inhib -9, SENP8 block-1 1, SENP7 block 3 and SENP8 block-2 11.
For COc1c(Cl)cc(C(=O)NN)cc1Cl the results were SENP6 inh -6, UBC13 inh 0, APOBEC3G inh 1, SENP1 inh 0, Apaf1 inhib -2, SENP8 block-1 5, SENP7 block 1 and SENP8 block-2 7.
For COc1ccc(C(=O)N(Cc2ccccc2)Cc2cc3cc4c(cc3[nH]c2=O)OCCO4)cc1 the results were SENP6 inh -6, UBC13 inh 7, APOBEC3G inh -3, SENP1 inh 2, Apaf1 inhib 25, SENP8 block-1 5, SENP7 block 0 and SENP8 block-2 -300.
Screening Cc1nc(SCC(=O)c2ccc(Cl)cc2)c([N+](=O)[O-])[nH]1 returned SENP6 inh 2, UBC13 inh -4, APOBEC3G inh -8, SENP1 inh 3, Apaf1 inhib -8, SENP8 block-1 -8, SENP7 block 3 and SENP8 block-2 25.

By substructure: the compounds so far with four or more nitrogen atoms (4)
For COc1nnc(-c2ccc(N3CCCCC3)c(NC(=O)C3CCCCC3)c2)c2ccccc12 the results were SENP6 inh -10, UBC13 inh 6, APOBEC3G inh -7, SENP1 inh 1, Apaf1 inhib 5, SENP8 block-1 1, SENP7 block 2 and SENP8 block-2 -46.
Cc1nc(CN(C)C(=O)c2cc(COc3ccc4ncccc4c3)on2)cs1 was read as SENP6 inh 0, UBC13 inh 2, APOBEC3G inh -8, SENP1 inh -1, Apaf1 inhib -2, SENP8 block-1 -2, SENP7 block 4 and SENP8 block-2 -6.
`C=CCN(CC(=O)NCc1ccccc1)C(=O)c1csnn1` gave SENP6 inh 6, UBC13 inh -2, APOBEC3G inh -8, SENP1 inh 2, Apaf1 inhib -13, SENP8 block-1 -1, SENP7 block -1 and SENP8 block-2 11.
CCc1nnc(NC(=O)c2nc(S(=O)(=O)Cc3ccccc3)ncc2Cl)s1 was read as SENP6 inh -4, UBC13 inh 19, APOBEC3G inh -1, SENP1 inh 1, Apaf1 inhib -4, SENP8 block-1 -5, SENP7 block -2 and SENP8 block-2 10.

Going on with the list:
`Nc1ncn(CC(=O)c2ccccc2)n1` gave SENP6 inh 4, UBC13 inh 1, APOBEC3G inh -3, SENP1 inh 1, Apaf1 inhib 0, SENP8 block-1 -4, SENP7 block 8 and SENP8 block-2 15.
For CN(C)CCOC(=O)C12CC3(C)CC(C)(CC(C)(C3)C1)C2 the results were SENP6 inh -12, UBC13 inh 7, APOBEC3G inh -4, SENP1 inh 1, Apaf1 inhib -11, SENP8 block-1 2, SENP7 block 0 and SENP8 block-2 4.
For COc1ccc(Cn2nnnc2C(c2ccc(N(C)C)cc2)N2CCC(C)CC2)cc1 (stereo unspecified) the results were SENP6 inh 9, UBC13 inh 6, APOBEC3G inh 2, SENP1 inh 1, Apaf1 inhib 13, SENP8 block-1 1, SENP7 block 11 and SENP8 block-2 14.
CCSc1nc2nn(-c3ccccc3)c(=O)c-2c2n1CCCCC2 was read as SENP6 inh -19, UBC13 inh -2, APOBEC3G inh -2, SENP1 inh 1, Apaf1 inhib 14, SENP8 block-1 0, SENP7 block 7 and SENP8 block-2 17.
Screening COc1ccc(CCNC(=O)c2cc([N+](=O)[O-])ccc2N2CCOCC2)cc1 returned SENP6 inh -10, UBC13 inh 4, APOBEC3G inh -1, SENP1 inh 1, Apaf1 inhib 7, SENP8 block-1 -2, SENP7 block -3 and SENP8 block-2 10.
`O=S(=O)(Nc1ccc(Cc2ccncc2)cc1)c1cccs1` gave SENP6 inh -6, UBC13 inh -2, APOBEC3G inh 2, SENP1 inh 2, Apaf1 inhib 7, SENP8 block-1 1, SENP7 block 5 and SENP8 block-2 8.
Screening C[C@H](NC(=O)[C@@H]1Cc2ccccc2CN1C(=O)OC(C)(C)C)C(=O)NCC1CCCO1 (stereo partly specified) returned SENP6 inh -3, UBC13 inh 9, APOBEC3G inh -5, SENP1 inh 1, Apaf1 inhib -9, SENP8 block-1 -3, SENP7 block 4 and SENP8 block-2 6.
`O=C(NCc1cccnc1)c1ccccc1-c1nc(-c2ccccc2)no1` gave SENP6 inh -8, UBC13 inh -9, APOBEC3G inh -3, SENP1 inh -1, Apaf1 inhib 1, SENP8 block-1 -6, SENP7 block -11 and SENP8 block-2 9.
COc1ccc(S(=O)(=O)N2CCOCC2)cc1NC(=O)COc1ccc2ccc(=O)oc2c1 was read as SENP6 inh 16, UBC13 inh -2, APOBEC3G inh -5, SENP1 inh -7, Apaf1 inhib -8, SENP8 block-1 6, SENP7 block -2 and SENP8 block-2 -236.
Screening COC(=O)CCN1CCN(S(=O)(=O)c2ccc3c(c2)OCCO3)CC1 returned SENP6 inh -8, UBC13 inh 2, APOBEC3G inh -5, SENP1 inh 0, Apaf1 inhib 0, SENP8 block-1 -8, SENP7 block -8 and SENP8 block-2 2.
For CN1CCN(CCOc2cccc(Cl)c2)CC1 the results were SENP6 inh 4, UBC13 inh 9, APOBEC3G inh -4, SENP1 inh 3, Apaf1 inhib -50, SENP8 block-1 5, SENP7 block 4 and SENP8 block-2 14.
`CCOc1ccccc1N(CC(=O)Nc1ccccc1C(=O)O)S(C)(=O)=O` gave SENP6 inh 5, UBC13 inh -11, APOBEC3G inh -4, SENP1 inh 1, Apaf1 inhib 4, SENP8 block-1 -2, SENP7 block 4 and SENP8 block-2 8.
Cc1nc2c3cc(F)ccc3n(Cc3ccc(F)cc3)c2s1 was read as SENP6 inh 9, UBC13 inh -5, APOBEC3G inh -6, SENP1 inh -21, Apaf1 inhib 5, SENP8 block-1 -3, SENP7 block -1 and SENP8 block-2 -10.

Screening results as filed in PubChem BioAssay.
